IDE act = human IDE activators in live cells, primary screen, fluorescence polarization, HEK cells, FAbeta-B substrate | Insulin-degrading enzyme (Homo sapiens), P14735 | FAbeta-B cleavage; 0% vehicle, 100% cell-free pure enzyme wells | activation, % at 5.96 µM | 340,000 compounds, 0.073% hits;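 active = activation above the mean of all tested compounds plus 3 SD, set per screening campaign, cut at about 17% in these data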
NALP1 inh = NALP1 inflammasome inhibitors in reconstituted yeast, colorimetric, S. cerevisiae, triplicate retest; S. cerevisiae NALP1/ASC/caspase-1 growth, X-gal OD620, 72 h; inhibition, % at 10 µM; 280,000 compounds, 0.61% hits; AID 2071, 2009; in the data active = inhibition mostly above about 24%, no sharp cut-off; inactive = mostly below about 32%; note: some compounds called inactive have numbers as strong as hits
pCIP destab = p/CIP-EGFP fusion destabilizers, primary screen, fluorescence, F442A cells; Q05BA5; decrease of EGFP signal, % at 10 µM; 290,000 compounds, 0.01% hits; 16 h;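 active = EGFP signal decrease of at least 30% at 10 µM or well 3 SD below plate mean, unless failing retest; inactive = the rest, including hits failing retest or dose response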; note: some compounds called inactive have numbers as strong as hits; many of its hits are not listed in these tables
Target sequence (Q05BA5 1-1403): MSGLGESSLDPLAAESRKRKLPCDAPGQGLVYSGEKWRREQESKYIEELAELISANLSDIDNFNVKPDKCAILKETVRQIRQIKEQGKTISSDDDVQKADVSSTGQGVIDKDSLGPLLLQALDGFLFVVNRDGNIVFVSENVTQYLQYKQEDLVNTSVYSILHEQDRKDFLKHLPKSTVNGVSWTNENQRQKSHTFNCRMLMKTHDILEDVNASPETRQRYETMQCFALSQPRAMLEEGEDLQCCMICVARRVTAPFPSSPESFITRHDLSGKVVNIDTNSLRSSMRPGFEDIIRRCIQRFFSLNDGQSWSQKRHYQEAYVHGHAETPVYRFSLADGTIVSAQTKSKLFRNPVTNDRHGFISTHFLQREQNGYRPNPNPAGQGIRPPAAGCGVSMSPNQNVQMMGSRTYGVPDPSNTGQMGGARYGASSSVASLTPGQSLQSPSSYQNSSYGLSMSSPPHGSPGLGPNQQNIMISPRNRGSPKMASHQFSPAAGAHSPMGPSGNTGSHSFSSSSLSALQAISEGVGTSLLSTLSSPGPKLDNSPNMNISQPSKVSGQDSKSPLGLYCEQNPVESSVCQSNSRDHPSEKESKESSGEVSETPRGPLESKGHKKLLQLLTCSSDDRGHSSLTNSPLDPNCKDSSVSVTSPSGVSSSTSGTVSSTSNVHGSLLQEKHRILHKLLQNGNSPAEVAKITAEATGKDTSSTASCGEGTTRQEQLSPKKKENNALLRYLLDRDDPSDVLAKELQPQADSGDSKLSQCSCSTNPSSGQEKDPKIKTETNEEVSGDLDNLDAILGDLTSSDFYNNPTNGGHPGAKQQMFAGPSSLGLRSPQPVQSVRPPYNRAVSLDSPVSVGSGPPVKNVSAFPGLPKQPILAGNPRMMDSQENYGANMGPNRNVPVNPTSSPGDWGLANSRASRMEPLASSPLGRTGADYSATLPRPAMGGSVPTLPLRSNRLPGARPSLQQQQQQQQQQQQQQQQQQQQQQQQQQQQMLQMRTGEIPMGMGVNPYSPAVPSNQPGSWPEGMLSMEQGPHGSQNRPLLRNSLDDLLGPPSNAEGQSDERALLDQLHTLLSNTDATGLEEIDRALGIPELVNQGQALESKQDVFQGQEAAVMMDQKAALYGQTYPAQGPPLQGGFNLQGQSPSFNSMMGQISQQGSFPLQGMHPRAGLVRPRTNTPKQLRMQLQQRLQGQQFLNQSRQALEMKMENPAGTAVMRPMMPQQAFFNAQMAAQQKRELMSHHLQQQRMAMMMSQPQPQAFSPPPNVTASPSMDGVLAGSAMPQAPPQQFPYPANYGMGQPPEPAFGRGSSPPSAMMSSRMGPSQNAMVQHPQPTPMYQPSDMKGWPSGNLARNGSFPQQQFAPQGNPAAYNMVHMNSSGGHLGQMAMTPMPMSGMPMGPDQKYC
VIM-2 inh = VIM-2 metallo-beta-lactamase inhibitors, primary screen, biochemical, epi-absorbance readout, Pseudomonas aeruginosa enzyme. inhibition, % at 5.6 µM. purified VIM-2, nitrocefin hydrolysis, epi-absorbance fluorescence. 290,000 compounds, 0.89% hits;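 active = inhibition above the mean of all tested compounds plus 3 SD, cutoff set per screening run, cut at about 7.5% in these data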;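 note: red hydrolysis product quenches plate fluorescence so inhibitors raise well fluorescence; 0% = enzyme with DMSO and 100% = DMSO without enzyme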
GPR7 antag = GPR7 receptor antagonists, primary screen, cell-based, fluorescence, single concentration. Neuropeptides B/W receptor type 1 (Homo sapiens), P48145. inhibition, % at 4.4 µM. GPR7-expressing cells, fluorescence antagonist assay. AID 1861, 2009. 290,000 compounds, 1.1% hits; in the data active = inhibition above about 16%, passing the limit was not always enough;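 note: cells stimulated with the agonist NPW; 0% = agonist with vehicle and 100% = vehicle without agonist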
IMP-1 inhibitor = IMP-1 metallo-beta-lactamase inhibitors, primary screen, biochemical, epi-absorbance readout, Pseudomonas aeruginosa enzyme. metallo-beta-lactamase IMP-1 (Pseudomonas aeruginosa). purified IMP-1, nitrocefin hydrolysis, epi-absorbance fluorescence. inhibition, % at 5.6 µM. 290,000 compounds, 0.45% hits;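 active = inhibition above the mean plus 3 SD of all compounds in the same screening run, cut at about 4.5% in these data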;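 note: 0% = IMP-1 with DMSO and 100% = DMSO wells lacking enzyme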
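System: purified IMP-1; amount: IMP-1 0.2 nM before substrate addition; compound: single dose, 5.6 µM; times: 25 °C, 15 min preincubation, 25 min reaction; signal: Epi-absorbance via hydrolysed-nitrocefin quenching of white-plate fluorescence, 480/530 nm, EDTA stop; benchmarks: DMSO with and without IMP-1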
M18AAP inhibitor = PfM18AAP inhibitors, malaria aminopeptidase, primary screen, biochemical, QFRET, recombinant enzyme. M18 aspartyl aminopeptidase (Plasmodium falciparum 3D7). H-Glu-NHMec fluorogenic cleavage. inhibition, % at 7.35 µM. 290,000 compounds, 1.2% hits. AID 1822, 2009;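 active = inhibition above the campaign mean inhibition over all tested compounds plus 3 SD, cut at about 28% in these data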;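 note: 0% = plate median of test compound wells and 100% = 2 mM ZnCl2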
IDE cell inh = human IDE inhibitors in live cells, primary screen, fluorescence polarization, HEK cells, FAbetaB substrate; Insulin-degrading enzyme (Homo sapiens), P14735; FAbetaB cleavage; inhibition, % at 5.59 µM; 320,000 compounds, 0.41% hits; AID 434962, 2010;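 active = percent inhibition above the average of all tested compounds plus 3 SD, set per screening campaign, cut at about 16% in these data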;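 note: IDE supplied by intact live HEK cells; FP after avidin binding of uncleaved biotin substrate so inhibition keeps polarization high; 0% = DMSO wells and 100% = 60 µM reference IDE inhibitor Ii1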
PHOSPHO1 block = PubChem AID 1565; recombinant PHOSPHO1, absorbance phosphatase assay; 290,000 compounds, 1.1% hits; Phosphoethanolamine/phosphocholine phosphatase (Homo sapiens), Q8TCT1; inhibition, % at 13.3 µM; in the data active = inhibition above about 60%
* hit, by the source's call; · = no result given.

Values run as follows: IDE act, NALP1 inh, pCIP destab, VIM-2 inh, GPR7 antag, IMP-1 inhibitor, M18AAP inhibitor, IDE cell inh, PHOSPHO1 block
Cc1cc2cc(CNC(=O)Cc3ccc([N+](=O)[O-])cc3)ccc2n1C
    0.8, 2.3, -28.2, -0.3, -4.2, -1.4, 1.6, -6.3, 26.7
CCCc1cc(NCCCn2ccnc2)n2nc(C)c(-c3ccccc3)c2n1
    6.2, -11.4, -0.3, 25.9*, -7.6, -2.9, 0.4, -1.2, -10.4
CN(C)S(=O)(=O)c1cccc(NC(=O)c2cc(-c3cccs3)nn2-c2cccc(Cl)c2)c1
    4.1, 30.5, -5.4, -3.9, -3.9, -2.8, 1.1, 6.1, -23.9
CCN(CC)CCN(C(=O)c1ccc2c(c1)OCCO2)c1nc2c(Cl)cccc2s1
    -1.5, 17.9, -13.1, -1.0, 7.2, -2.3, -10.2, -4.5, 19.0
CCN(C1CCS(=O)(=O)C1)S(=O)(=O)c1cccs1 (stereo not drawn)
    8.1, 7.9, 4.4, 2.4, -5.7, -0.6, -15.4, 1.6, 0.2
Cc1cc(C(=O)NC2CCCN(Cc3ccccc3F)C2)n[nH]1 (stereo not drawn)
    1.4, 10.3, -14.3, -0.9, -13.7, -4.6, -0.2, -0.7, 13.7
O=C(NCc1ccccn1)C1CCC(=O)N1C1CCCCC1 (stereo not drawn)
    4.4, 9.1, 0.2, -4.5, 4.0, -2.9, -1.8, 0.0, -5.3
O=C(CN1C(=O)CCSc2ccc(S(=O)(=O)N3CCOCC3)cc21)Nc1cccc(F)c1
    5.2, 5.0, 0.2, -1.0, -6.8, -3.4, 5.3, 0.9, 37.5
Cc1ccc(C(C(=O)NC2CCCCC2)N(Cc2cccnc2)C(=O)C2COc3ccccc3O2)o1 (stereo not drawn)
    0.2, -11.5, -14.4, -0.6, -6.7, -3.4, -1.1, -2.8, 23.9
COC(=O)C1=C(N)Oc2cc(C)[nH]c(=O)c2C1c1cc(OC)c(OC)c(OC)c1 (stereo not drawn)
    -1.4, -16.5, -3.3, -0.3, -4.2, -2.0, 0.4, -1.6, -6.8
COCCN1CCn2c(nc3cc(NC(=O)NC4CCCCC4)ccc32)C1
    3.1, 7.8, -5.4, -2.7, -16.9, -3.0, 3.0, -0.7, -16.3
CCn1c(/C=N/c2nc3ccccc3n2C)nc2ccccc21
    5.7, -14.1, -10.5, -1.3, 2.5, -1.4, -2.2, -6.0, 18.5
Cc1nn(C(C)C(=O)NC2CC2)c(=O)c2nn(-c3ccccc3)c(C)c12 (stereo not drawn)
    4.0, 25.7, -18.3, 1.2, -14.7, -3.6, -16.6, -0.6, 27.6
CCOc1ccc(C(=O)NCc2ccc3c(c2)OCO3)cc1
    -4.8, -2.0, 3.3, -0.8, 12.1, -0.5, 0.2, 3.5, 9.2
COCCNC(=O)CCc1nnc2ccc(N3CCC(C)CC3)nn12
    2.6, -8.5, 3.2, 0.9, -4.8, -3.8, 13.9, 2.3, 33.7
COc1ccc(NC(=O)C2CCCCN2N)cc1OC (stereo not drawn)
    4.4, 7.9, -5.4, -3.0, -4.2, -1.3, 0.6, 9.2, 0.5
Cc1cccc(C(=O)Nc2c3c(nn2C(C)(C)C)CS(=O)(=O)C3)c1
    3.3, -25.6, -7.1, -5.1, 3.4, -2.7, 5.7, 1.5, 49.6
O=C(Cn1nnc2ccccc21)OCc1ccccc1
    1.6, 8.5, -9.2, 1.1, 4.7, 1.5, -8.0, 2.0, -21.8
Cc1ccc(S(=O)(=O)N2CCC(=O)N(C(COCc3ccc(Cl)cc3Cl)Cc3ccccc3)CC2)cc1 (stereo not drawn)
    5.3, 20.2, -18.0, -2.7, 6.2, -3.1, -2.5, 2.9, -6.1
CCOC(=O)CN1CC23C=CC(O2)C(C(=O)Nc2ccc(OCC)cc2)C3C1=O (stereo not drawn)
    4.6, 23.5, 10.3, -5.0, -8.5, -4.1, 0.3, 1.6, 6.1
CC(/C=C/c1ccccc1)=N\NC(=O)c1cc(C)nc2ccccc12
    -3.0, 30.3, -10.5, -1.5, 5.8, -3.0, -12.5, -1.3, 7.8
S=c1[nH]nc(Cc2ccc(Br)cc2)n1/N=C/c1ccc(Cl)cc1
    2.2, 4.3, -8.4, -6.4, -20.0, -4.0, 11.7, 5.5, 29.5
CCN1CCN(C(=O)c2ccc(Cl)c(S(=O)(=O)N3CCOCC3)c2)CC1
    -2.6, 3.0, 8.1, -0.7, 1.7, -5.7, -8.2, -0.3, 53.7
Cc1ccc(NC(=O)C23CCC(C)(C(=O)[C@H]2Br)C3(C)C)cc1 (stereo partly drawn)
    3.1, 5.3, -10.3, -2.0, -9.3, -4.2, -4.7, -1.5, 28.1
O=C(COC(=O)c1ccc(Cl)c(S(=O)(=O)N2CCCC2)c1)NC1CCCCC1
    1.4, 12.0, 21.0, -3.5, -4.9, -2.5, 3.6, 0.1, 20.1
Cc1cc(C)n2nc(SCC(=O)N3CCc4ccccc43)nc2n1
    0.9, 12.6, -13.1, 0.4, -12.1, -2.8, 1.8, -1.3, -14.7
Cc1ccc(O)c(NC(=S)NC(=O)/C=C/c2ccccc2)c1
    6.7, -40.6, -108.5, -1.6, -11.4, -2.0, -3.1, -0.2, ·
CCC(C)C(NC(N)=O)C(=O)NC1CCC(C)CC1 (stereo not drawn)
    ·, -15.8, -0.3, -5.1, -2.8, -3.9, 6.5, -2.6, -39.6
O=C(O)Cc1ccc(NC(=O)c2ccc3c(c2)C(=O)N(CC2CCCO2)C3=O)cc1 (stereo not drawn)
    4.6, 4.7, -3.8, -1.9, 1.3, -1.9, -4.1, 4.5, 9.6
COCCN(C(=O)COC(=O)/C=C/c1ccco1)c1c(N)n(Cc2ccccc2)c(=O)[nH]c1=O
    -2.7, 20.2, -8.9, 1.1, -8.5, 0.7, -18.7, -1.6, 36.4
CN(C)/N=C/c1ccc(N2CCOCC2)cc1
    4.8, 15.1, -8.8, -2.0, -4.2, -1.5, 2.7, 3.8, -4.9
Cc1ccc(-c2ccc(CCC(=O)O)n2NC(=O)c2cccs2)cc1
    -1.5, 9.0, -23.7, -3.5, -9.5, -4.0, 1.1, 7.5, -42.5
CSCCCN1CC[C@@H](N2CCN(c3ccccc3F)CC2)[C@H](O)C1
    0.0, -26.5, 11.9, -1.4, 15.8, -1.0, -2.5, -3.1, ·
Cc1ccc(S(=O)(=O)NC(=O)c2cc(C)n(C3CC3)c2C)cc1
    -1.6, -6.9, -1.2, -2.5, 1.0, -3.0, 4.9, -4.4, 42.4
COc1ccc(OC)c(/C=C/C(=O)OCC(=O)c2c(N)n(C)c(=O)n(C)c2=O)c1
    -2.0, -0.2, 24.4, -2.0, -3.4, -2.3, -2.6, 0.2, 34.9
O=C1OC(OC2CCCCC2)(c2ccccc2)c2ccccc21 (stereo not drawn)
    3.8, 5.9, -0.1, 2.2, -18.1, -0.5, 2.0, -2.3, 29.8
CCCCCC(=O)N1CC2(CC(c3cccc(NC(=O)CC)c3)=NO2)C[C@H]1C(N)=O (stereo partly drawn)
    1.9, -35.1, 0.6, ·, ·, ·, ·, 3.4, 30.9
CC(OC(=O)C1=COCCO1)C(=O)Nc1cccc(S(=O)(=O)N2CCOCC2)c1 (stereo not drawn)
    1.2, 0.8, -3.1, -2.5, -11.9, -3.2, 2.6, -1.5, 7.8
COCCNC(=O)C(=O)NCC1OCCN1S(=O)(=O)c1ccc(F)cc1 (stereo not drawn)
    2.5, 0.2, 0.8, -3.7, -6.0, -4.3, -5.1, 2.4, -13.7
Cc1cc(-c2ccccc2)c2c(n1)sc1c(O)cc(=O)[nH]c12
    ·, ·, 11.3, -1.3, 1.2, -3.2, 4.1, -6.1, 46.4
Cc1ccc(NC(=S)NNC(=O)c2ccccc2O)c(C)c1
    3.6, -18.9, -11.5, -1.6, -7.4, -3.2, 25.0, -2.6, -41.6
Cc1c(C(=O)Nc2ccc3c(c2)OCCO3)cnn1C
    0.2, 19.3, -4.1, -2.4, -8.6, -1.7, 1.5, -1.4, 36.6
COc1ccc(-n2c(C)cc(C3=NNC(=NC4CC4)SC3)c2C)cc1
    3.6, 26.3, -12.9, -7.3, -9.9, -2.8, 15.2, ·, 4.6
COc1ccc(Cl)cc1NC(=O)CN(C)Cc1cccs1
    1.7, -12.3, 4.2, -1.3, -2.6, -1.3, -1.6, 4.8, -4.3
O=c1c2ccccc2c(-c2ccccc2)nn1-c1cc(Cl)ccc1[N+](=O)[O-]
    4.1, -2.8, 13.3, 0.2, -22.6, -1.9, 4.9, -2.4, -12.1
O=c1[nH]cccc1-c1nc2ccccc2n1Cc1cccc(Cl)c1
    3.3, -8.7, -0.5, -4.3, -10.2, -3.4, 12.2, 1.5, -72.9
CCN1CCN(C(=O)CCc2ccc(S(=O)(=O)NCCc3ccccc3)cc2)CC1
    -1.8, 5.7, -0.1, -2.0, 2.9, 1.6, -2.0, -0.3, -1.1
CN1CCCN(CC(O)COCc2cccs2)CC1 (stereo not drawn)
    -4.2, 31.4, 5.1, -0.9, -3.7, -1.6, 9.2, 1.9, 14.1
O=C(CSc1nnc2c(n1)[nH]c1ccccc12)NC1CCCCC1
    -1.5, 4.3, -18.6, 0.5, -4.2, -1.2, 8.0, 5.6, 3.6
CCOC(=O)c1cc2c(C)n(-c3ccc(N(C)C)cc3)c(C)c2cc(C(=O)OCC)c1=O
    3.0, -5.1, -10.6, -2.8, -14.1, -0.8, 3.3, 9.4, 15.4
Cc1cccc(Nc2ccccc2C(=O)OCC(=O)NCc2ccco2)c1C
    -0.4, 17.6, 2.4, -3.2, -1.8, -1.8, 17.2, 8.8, 17.7
CCCCCCNC(=O)CCNC(=O)c1cc(OC)c(OC)c(OC)c1
    -7.2, -8.7, -15.7, 0.7, 5.9, -2.0, -3.3, 1.8, -1.6
CC(C)N(Cc1cn(C)nc1-c1cccc(Cl)c1)CC1CCC(=O)N1 (stereo not drawn)
    6.4, -10.1, -17.7, -2.0, -5.7, -1.1, -2.7, -3.3, 44.5
Cn1nnnc1SCC(=O)c1cccs1
    -2.4, -12.8, 22.6, -2.9, -0.5, -3.9, -8.8, 3.4, 21.9
Cc1ccc(S(=O)(=O)NCC(=O)OCc2ccccc2)cc1
    1.8, 7.1, 9.8, 0.2, -6.9, -2.2, -16.6, -1.7, 36.0
CCn1cc(C(=O)OCC(=O)c2ccccc2)c(=O)c2ccc(C)nc21
    2.4, -4.8, 11.5, -1.0, -1.7, 0.3, -3.0, ·, -2.7
O=C(O/N=C(\c1ccccc1)c1ccncc1)c1ccccc1F
    8.4, -4.2, -3.3, -3.5, -7.9, -1.8, -1.1, -3.7, 36.7
O=C(CSc1nnc(NC(=O)c2ccc(F)cc2)s1)NC1CCCC1
    4.7, 22.6, -3.7, 1.7, -0.5, -0.3, -1.2, 1.3, 12.0

High-throughput results as filed in PubChem BioAssay.
